Bioassay records deposited in PubChem by National Center for Advancing Translational Sciences (NCATS).
TRHR enhancer = allosteric enhancers of human TRH receptor. TRHR cells, fluo-8 calcium fluorescence, EC20 TRH enhancement. enhancement, % at 2 µM. actives 0.66% (n = 360,000); in the data active = enhancement above about 30%; note: 0% is about no effect
Target sequence (P34981 whole entry, looked up): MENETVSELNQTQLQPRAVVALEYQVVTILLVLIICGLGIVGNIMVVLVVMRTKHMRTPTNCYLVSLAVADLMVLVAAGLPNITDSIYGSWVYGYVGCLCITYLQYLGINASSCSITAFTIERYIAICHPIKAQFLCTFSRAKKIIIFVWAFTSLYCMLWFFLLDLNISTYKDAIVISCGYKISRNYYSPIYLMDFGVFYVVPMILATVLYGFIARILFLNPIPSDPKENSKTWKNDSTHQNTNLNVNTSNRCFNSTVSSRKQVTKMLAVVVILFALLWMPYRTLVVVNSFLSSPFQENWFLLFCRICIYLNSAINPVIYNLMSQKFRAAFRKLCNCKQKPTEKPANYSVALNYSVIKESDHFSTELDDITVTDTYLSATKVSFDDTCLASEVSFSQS
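TRHR-expressing cells loaded with fluo-8 calcium dye were read kinetically (ex 480/em 530) during compound addition, then stimulated with an EC20 of TRH (10 nM final). Enhancement of the Gq-mediated intracellular calcium response was scored.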
D2 ag = activates the human D2 dopamine receptor; P14416; HEK293 T-REx D2 cells, calcium flux agonist mode; activation, % at 2 µM; actives 0.53% (n = 340,000); AID 485358;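 active = activation over 3 SD above normal in the single-dose calcium agonist read, cut at about 30% in these data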; note: 0% is about no effect
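In this primary screen, compounds producing a positive calcium signal within 180 s of addition to tetracycline-induced, force-coupled HEK293 Trex D2 cells are flagged; cells are dye-loaded with a no-wash calcium kit beforehand.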
D2 antag = antagonists of human D2 dopamine receptor; inhibition, % at 10 µM; P14416; actives 2% (n = 340,000); HEK293 TREx D2 cells, calcium flux, dopamine EC80; AID 485344; in the data active = inhibition above about 30%; note: 0% is about no effect
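Calcium flux kinetic readout in an inducible HEK293 TREx D2 line plated overnight at 30 C. After 180 s compound exposure, an EC80 dopamine challenge follows with another 180 s kinetic read to detect antagonism.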
TrxR1 substrate = substrates of rat thioredoxin reductase 1; Potency, µM (titrated, usually from 114 µM), without a hit: at the highest dose activity change, negative = substrate turnover; AID 588456; actives 0.01% (n = 390,000); purified TrxR1 substrate turnover, NADPH consumption readout; note: potency is the fitted concentration of half-maximal effect; % is set by controls: 0 for no effect and ±100 for the full control effect; nearly all actives have a fitted effect of over 50% in size
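Rat TrxR1, dispensed at 90 nM, was prereduced with 400 uM NADPH (final) for 5 min at ~22 deg C, then incubated with compound 15 min before 400 uM selenite. A first-read NADPH fluorescence drop versus no-compound background flagged substrates.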
USP1-UAF1 inh = USP1/UAF1 (human) deubiquitinase inhibition; AID 743255; actives 0.23% (n = 390,000); recombinant USP1/UAF1, Ub-Rhodamine cleavage fluorescence; Potency, µM (top dose mostly 57.1 µM), inactives show at the top dose activity change, negative = inhibition, hits mostly inhibitors; O94782; note: potency is the fitted concentration of half-maximal effect; % is set by controls: 0 for no effect and ±100 for the full control effect; nearly all actives have a fitted effect of over 60% in size; inactives centre near -12
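Step one: compound is pinned into 1nM USP1/UAF1 in HEPES pH 7.8 buffer with TCEP. Step two: 15 min room-temperature incubation. Step three: Ub-Rho (150nM final) starts cleavage, tracked by fluorescence over six one-minute reads.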
rTrxR1 inhibitor = rat TrxR1 inhibition. recombinant rTrxR1, NADPH fluorescence consumption, selenite substrate. Potency, µM (series often up to 114 µM), without a hit: top-dose activity change, negative = inhibition, hits mostly inhibitors. AID 588453. actives 1% (n = 390,000). O89049; note: potency is the fitted concentration of half-maximal effect; % is set by controls: 0 for no effect and ±100 for the full control effect; nearly all actives have a fitted effect of over 65% in size
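Rat TrxR1 (90 nM in the dispensed reagent) was pre-reduced with 400 uM NADPH for 5 min at room temperature, then incubated with compound for 15 min. After 400 uM selenite was added, NADPH fluorescence (Ex 340/Em 450 nm) was followed for 8 min.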
IDH1 R132H inh = inhibitors of human mutant IDH1 R132H | IDH1-R132H enzyme, NADPH consumption, diaphorase/resazurin fluorescence | Potency, µM (doses to about 76.6 µM), for inactives: at the highest dose activity change, negative = inhibition, most hits filed as inhibitors | actives 0.093% (n = 390,000); note: potency is the fitted concentration of half-maximal effect; % is set by controls: 0 for no effect and ±100 for the full control effect; nearly all actives have a fitted effect of over 65% in size
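IDH1-R132H (0.5 ug/mL dispensed) in pH 7.5 Tris buffer was preincubated 30 min with compound, then given a substrate mix of 0.016 mM NADPH and 2 mM alpha-KG for 80 min at room temperature; remaining NADPH was read by diaphorase/resazurin fluorescence.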
TRHR agonist = agonists of human TRH receptor. AID 493084. actives 0.18% (n = 360,000). activation, % at 2 µM. P34981. TRHR cells, calcium flux fluo-8, FDSS agonist mode; in the data active = activation above about 30%; note: 0% is about no effect
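Steps: seed TRHR cells overnight; add fluo-8 no-wash Ca dye, RT 30 min–1.5 h; record 10 s baseline; pin-transfer compounds; monitor fluorescence 1 cycle/s for the agonist window. Calcium increases flag candidate agonists.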
PI4K2A inh = blocks human PI4K2A kinase activity. purified PI4K2A, ADP-Glo luminescence, 1 h; hits give low values. AID 1346378. actives 0.13% (n = 420,000). activity change, negative = inhibition, % at 76.9 µM. Q9BTU6; in the data active = activity change below about -50%; inconclusive = mostly about -30% to -49%;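 note: -100% = wells without enzyme as full effect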
Target sequence (Q9BTU6 whole entry, looked up): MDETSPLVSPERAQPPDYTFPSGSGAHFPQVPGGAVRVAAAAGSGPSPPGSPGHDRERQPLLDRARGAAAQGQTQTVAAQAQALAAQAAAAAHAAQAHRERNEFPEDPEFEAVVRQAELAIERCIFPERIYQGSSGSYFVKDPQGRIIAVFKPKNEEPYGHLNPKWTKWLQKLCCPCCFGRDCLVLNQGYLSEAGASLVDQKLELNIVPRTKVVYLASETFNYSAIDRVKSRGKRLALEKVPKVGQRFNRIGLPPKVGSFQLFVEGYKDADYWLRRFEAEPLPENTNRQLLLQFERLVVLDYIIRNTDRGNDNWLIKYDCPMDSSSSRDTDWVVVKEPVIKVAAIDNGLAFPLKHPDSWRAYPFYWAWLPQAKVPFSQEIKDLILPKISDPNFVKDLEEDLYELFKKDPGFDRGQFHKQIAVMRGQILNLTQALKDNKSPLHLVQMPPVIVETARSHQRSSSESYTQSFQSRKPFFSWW
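PI4K2A activity was measured by ADP-Glo luminescence: enzyme (4 ug/mL stock) and phosphatidylinositol (1.2 mM stock) in Tris pH 7.5/MgCl2/EGTA/Triton X-100 buffer were reacted with ATP (300 microM stock) for one hour at ambient temperature.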
The depositor's hits bear a star; ? = inconclusive; . = not tested or not shown; [ ] = another dose, or the depositor's remark. Unless noted, calls come from the whole dose curve; as a rule, active = well fitted inhibition curve with a large enough effect; inconclusive = small, poorly fitted or top-dose-only effect; inactive = no such curve, though single readings can be large or run the other way.

Values run as follows: TRHR enhancer	D2 ag	D2 antag	TrxR1 substrate	USP1-UAF1 inh	rTrxR1 inhibitor	IDH1 R132H inh	TRHR agonist	PI4K2A inh
CCn1cc(Br)c(C(=O)Nc2ccccc2C(=O)OC)n1
 : 4	6.0	-18	-1%	-9%	17%	0%	-1.2	0
O=C(c1ccco1)N1CCN(c2ncnc3c2nnn3Cc2ccccc2Cl)CC1
 : 0	0.1	2	-2%	-23%	-3%	1%	-1.1	2
CC1=CC(=O)C=C(C)C1=NOS(=O)(=O)c1ccccc1
 : -8	2.6	-1	-14%	-24%	?	15%	0.2	-9
Cc1cc2c(C)c(C)c(=O)[nH]c2cc1N
 : -2	0.1	-2	926%[activator]	0%	.	3%	0.5	1
Clc1nc(-c2ccccc2)cc(-c2ccc(Br)cc2)n1
 : .	.	.	3%	-9%	2%	10%	.	2
CCCCCCn1c(CN2CCCCC2)nc2c1c(=O)n(C)c(=O)n2C
 : .	.	.	2%	-11%	19%	0%	.	11
Cc1cc(Cl)ccc1C(=O)C1CCCN(C(=O)c2cscn2)C1 (centres undefined)
 : -14	0.8	18	-2%	-14%	6%	-5%	-1.2	2
CC(Oc1cc2oc(=O)c3c(c2cc1Cl)CCCC3)C(=O)NCCN1CCOCC1 (centres undefined)
 : 0	0.2	-17	7%	-23%	-22%	0%	-0.1	5
C#CCOCCOCCOCCNc1nc(N2CCN(C(=O)Cn3cc(CC(C)O)nn3)CC2)nc(N2CCN(C(=O)Cn3cc(CC(C)O)nn3)CC2)n1 (centres undefined)
 : -4	-0.4	-11	5%[57.1 µM]	-21%	12%[57.1 µM]	-6%	-0.3	-5
COc1ccc(OC)c(NC(=O)Cn2cnc3onc(-c4ccc(Cl)cc4)c3c2=O)c1
 : 6	-0.3	.	-6%	9%	-6%[2.29 µM]	11%	-0.6	-1
COc1ccc(Cc2c(C)nc(N)nc2Cl)cc1
 : 3	0.1	2	-4%	0%	4%	-10%	0.1	-1
CCOc1ccc(N2C(=O)CC(NCCNc3ccc([N+](=O)[O-])cn3)C2=O)cc1 (centres undefined)
 : 10	1.3	-8	-2%	-21%	?	8%	-0.7	-2
COc1ccc(C(=O)NCCS(=O)(=O)N(C)C2CCCCC2)cc1
 : 0	0.3	3	-7%	-3%	0%	2%	0.3	1
O=C(COC(=O)c1cc[n+]([O-])cc1)Nc1cccc(Br)c1
 : 3	-0.7	3	-8%[57.1 µM]	2%	3%	-2%	0.8	3
COc1ccccc1NC(=O)NCC(=O)Nc1c(C)cccc1C
 : -3	0.0	2	-11%	3%	12%[57.1 µM]	0%	0.1	6
CCN(C(=O)COC(=O)c1c2c(nc3ccccc13)CCC2)c1c(N)n(Cc2ccccc2)c(=O)[nH]c1=O
 : .	.	.	7%	?	20%	3%	.	-8
COCc1ccc(-c2c(-c3cccc(OC)c3)sc3ccc(OC)cc23)cc1
 : 5	1.7	-4	8%	?	9%	-7%	1.0	-2
COC(C(=O)N/N=C(\C)c1ccc(O)cc1)c1ccccc1 (centres undefined)
 : 1	1.2	12	5%	?	19%	-6%	0.0	-2
CCN(CCCNC(=O)c1ccc(Sc2ccc(C)cc2)c(NC(C)=O)c1)c1cccc(C)c1
 : -3	0.4	.	-2%[57.1 µM]	-10%	21%[57.1 µM]	-8%	-1.0	2
CCOc1ncccc1C(=O)Nc1ccc2nc(C)sc2c1
 : 6	0.0	7	1%	2%	10%	-3%	-0.9	0
C/C=C/C(=O)N1CC2(CC(c3cccc(NC(=O)CC)c3)=NO2)C[C@H]1C(N)=O (some centres undefined)
 : 0	-0.4	5	6%[57.1 µM]	-10%	-2%[57.1 µM]	-11%	0.3	-4
Cc1ccc(S(=O)(=O)N2CCC(C(=O)C3C(=O)CCCC3=O)CC2)cc1
 : 6	-1.2	3	6%[57.1 µM]	-14%	19%[57.1 µM]	-1%	-0.1	2
Cc1ccc(CN2CC(C(=O)N3CCN(S(=O)(=O)c4ccc(C)cc4C)CC3)CC2=O)cc1 (centres undefined)
 : 14	-0.3	11	-6%	-23%	-5%	0%	0.3	-5
Cc1ccc(S(=O)(=O)N(C)C)cc1NC(=O)COC(=O)/C=C/c1ccc2c(c1)OCO2
 : 7	0.3	-14	14%	-10%	19%	0%	-0.2	3
CSc1ccc(NC(=O)CSc2nc3[nH]c(=O)cc(O)c3s2)cc1
 : 5	-0.1	25	-5%	-15%	-29%	3%	0.1	-11
CCC1Oc2ccc(C)cc2N(CC(=O)NCCCN2CCOCC2)C1=O (centres undefined)
 : 6	-0.3	15	-4%[57.1 µM]	-14%	16%[57.1 µM]	7%	1.1	2
O=C(N/N=C/c1ccccn1)c1cccc(S(=O)(=O)Nc2ccccc2Cl)c1
 : -3	-1.2	1	4%[57.1 µM]	-16%	6%[57.1 µM]	18%	0.1	-1
CN(C)S(=O)(=O)N1CCC(Oc2ccc(C(=O)N3C[C@@H]4CCC[C@H]3C4)cc2)CC1
 : .	.	.	-2%	-9%	-6%	11%	.	4
COC(CSc1ncnc2c1oc1nc3c(cc12)COC(C)(C)C3)OC
 : 0	0.2	1	2%	-10%	-22%	4%	-0.7	-16
Cc1ccccc1Oc1cc(-n2ncc(Cl)c(Cl)c2=O)ncn1
 : -5	1.5	15	3%	-24%	0.79µM*	-4%	-0.5	-6

2 entries from above in a different format.
Compound,TRHR enhancer,D2 ag,D2 antag,TrxR1 substrate,USP1-UAF1 inh,rTrxR1 inhibitor,IDH1 R132H inh,TRHR agonist,PI4K2A inh
Clc1nc(-c2ccccc2)cc(-c2ccc(Br)cc2)n1,.,.,.,3%,-9%,2%,10%,.,2
CCCCCCn1c(CN2CCCCC2)nc2c1c(=O)n(C)c(=O)n2C,.,.,.,2%,-11%,19%,0%,.,11

The list goes on:
Values run as follows: TRHR enhancer	D2 ag	D2 antag	TrxR1 substrate	USP1-UAF1 inh	rTrxR1 inhibitor	IDH1 R132H inh	TRHR agonist	PI4K2A inh
CCNS(=O)(=O)c1ccc(CCC(=O)NCc2ccccc2)cc1
 : -6	0.1	-2	1%	-13%	-1%	2%	-0.5	0
Cc1nc(SCC(=O)N2CCN(C(=O)c3ccco3)CC2)c2c(C)c(C)sc2n1
 : 8	-0.2	12	-11%	-2%	-17%	12%	-0.9	1
COC(=O)c1c(-c2cccs2)csc1NC(=O)CSc1ncnc2sc(C)c(C)c12
 : 5	.	.	8%	-18%	17%	3%	0.3	0
CCN(c1ccc(OC)cc1)S(=O)(=O)c1ccc2[nH]c(=O)ccc2c1
 : -3	0.6	.	-11%	-5%	12%	-3%	0.1	0
CCn1c(Cc2ccccc2)nnc1SCc1ccc([N+](=O)[O-])cc1
 : -9	0.2	-3	3%	-28%	21%	4%	-0.3	1
COc1ccc(C(=O)CSc2nc(SC)ns2)cc1OC
 : -6	-0.4	-8	5%[57.1 µM]	-6%	-11%[57.1 µM]	-4%	0.4	7
CN(Cc1cn[nH]c1-c1ccc(-c2ccccc2)cc1)CC1CCOCC1
 : 8	0.5	-13	-1%	-4%	1%	-10%	0.4	1
CCOc1ccc2[nH]c3c(=O)n(CCC4=CCCCC4)cnc3c2c1
 : 2	-0.4	-17	16%	-1%	0%	11%	0.0	9
O=C(C1=C[C@H](c2ccc3c(c2)OCO3)C[C@H](OCCCCO)O1)N1CCN(Cc2ccc3c(c2)OCO3)CC1
 : 2	.	.	9%	-27%	19%	9%	-0.7	0
COc1ccc(CC2(CO)CCN(Cc3cnn(-c4ccc(F)cc4)c3)CC2)cc1
 : 1	1.2	-7	-4%	-6%	8%	-1%	3.1	-9
CCN(CC)c1ccc(S(=O)(=O)N2CCOCC2)cc1NC(=O)Cn1nc(C)c([N+](=O)[O-])c1C
 : -7	-0.4	-16	-8%	-7%	-2%	3%	-1.1	1
Cc1oc(-c2cccc(Cl)c2)nc1CN1CCC(C(=O)NC(C)c2ccccc2)CC1 (centres undefined)
 : 6	0.8	.	-3%	-21%	17%	0%	0.0	0
CCn1nc(NC(C)=O)c2cc3ccc(C)cc3nc21
 : 7	0.2	6	-7%	-8%	-15%	3%	-0.3	4
O=S(=O)(Nc1nccs1)c1ccc(Nc2nnc(-c3ccccc3)c3ccccc23)cc1
 : -5	-1.3	-21	7%	-11%	16%	4%	0.2	-3
CCCS(=O)(=O)N1CCN=C1SCc1cccc2ccccc12
 : -2	-0.2	-2	-1%	-14%	25%	-11%	0.5	0
O=C(c1cccc(F)c1)N1CCN(CC2CC3C=CC2C3)CC1 (centres undefined)
 : -3	0.2	0	11%[57.1 µM]	-2%	18%[57.1 µM]	-1%	0.2	7
CCCCCCc1cc2cc(/C(N)=N/NC(=O)c3ccncc3)c(=O)oc2cc1O
 : 28	34*	-2	11%	?	13%	-10%	122*	2
CCn1cc(C(=O)NCC(C)C)c(=O)c2cc(F)c(N3CCN(C(=O)c4ccco4)CC3)cc21
 : -5	1.5	-15	36%[activator]	-10%	-5%	0%	-0.4	7
COC(=O)C1=C(C)OC(N)=C(C#N)C1c1c(C)nn(C)c1C (centres undefined)
 : 2	1.0	-4	4%	-24%	?	2%	0.4	-4
COc1ccc(-c2ccc(Nc3ccc(C(=O)N4CCOCC4)cc3)nn2)cc1OC
 : 5	0.2	-26	-5%	-2%	4%	-3%	-0.2	-1

Full records, quoted from the list. Screens in order: TRHR enhancer, D2 ag, D2 antag, TrxR1 substrate, USP1-UAF1 inh, rTrxR1 inhibitor, IDH1 R132H inh, TRHR agonist, PI4K2A inh
`CCCCCCc1cc2cc(/C(N)=N/NC(=O)c3ccncc3)c(=O)oc2cc1O` across the screens: 28, 34*, -2, 11%, ?, 13%, -10%, 122*, 2
`CCN(c1ccc(OC)cc1)S(=O)(=O)c1ccc2[nH]c(=O)ccc2c1` across the screens: -3, 0.6, ., -11%, -5%, 12%, -3%, 0.1, 0
